Pf apPOL block = Pf-apPOL inhibitors, biochemical, fluorescence; AID 1794808, 2022; 210,000 tested, 0.25% active; Plasmodium falciparum apicoplast DNA polymerase (apPOL); Recombinant Pf-apPOL, molecular beacon fluorescence, 1.5 h; inhibition, % at 10 µM
mHTT-CaM PPI inh = mutant huntingtin-calmodulin interaction inhibitors – biochemical, AlphaScreen, primary screen. P42858. AlphaScreen His-mHTT/GST-CaM binding, luminescence. inhibition, % at 15 µM. 190,000 tested, 3.6% active. AID 1671202, 2021;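 further: 0% = both proteins with DMSO and 100% = one protein alone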
Target sequence (P42858 whole entry, looked up, stated change not applied): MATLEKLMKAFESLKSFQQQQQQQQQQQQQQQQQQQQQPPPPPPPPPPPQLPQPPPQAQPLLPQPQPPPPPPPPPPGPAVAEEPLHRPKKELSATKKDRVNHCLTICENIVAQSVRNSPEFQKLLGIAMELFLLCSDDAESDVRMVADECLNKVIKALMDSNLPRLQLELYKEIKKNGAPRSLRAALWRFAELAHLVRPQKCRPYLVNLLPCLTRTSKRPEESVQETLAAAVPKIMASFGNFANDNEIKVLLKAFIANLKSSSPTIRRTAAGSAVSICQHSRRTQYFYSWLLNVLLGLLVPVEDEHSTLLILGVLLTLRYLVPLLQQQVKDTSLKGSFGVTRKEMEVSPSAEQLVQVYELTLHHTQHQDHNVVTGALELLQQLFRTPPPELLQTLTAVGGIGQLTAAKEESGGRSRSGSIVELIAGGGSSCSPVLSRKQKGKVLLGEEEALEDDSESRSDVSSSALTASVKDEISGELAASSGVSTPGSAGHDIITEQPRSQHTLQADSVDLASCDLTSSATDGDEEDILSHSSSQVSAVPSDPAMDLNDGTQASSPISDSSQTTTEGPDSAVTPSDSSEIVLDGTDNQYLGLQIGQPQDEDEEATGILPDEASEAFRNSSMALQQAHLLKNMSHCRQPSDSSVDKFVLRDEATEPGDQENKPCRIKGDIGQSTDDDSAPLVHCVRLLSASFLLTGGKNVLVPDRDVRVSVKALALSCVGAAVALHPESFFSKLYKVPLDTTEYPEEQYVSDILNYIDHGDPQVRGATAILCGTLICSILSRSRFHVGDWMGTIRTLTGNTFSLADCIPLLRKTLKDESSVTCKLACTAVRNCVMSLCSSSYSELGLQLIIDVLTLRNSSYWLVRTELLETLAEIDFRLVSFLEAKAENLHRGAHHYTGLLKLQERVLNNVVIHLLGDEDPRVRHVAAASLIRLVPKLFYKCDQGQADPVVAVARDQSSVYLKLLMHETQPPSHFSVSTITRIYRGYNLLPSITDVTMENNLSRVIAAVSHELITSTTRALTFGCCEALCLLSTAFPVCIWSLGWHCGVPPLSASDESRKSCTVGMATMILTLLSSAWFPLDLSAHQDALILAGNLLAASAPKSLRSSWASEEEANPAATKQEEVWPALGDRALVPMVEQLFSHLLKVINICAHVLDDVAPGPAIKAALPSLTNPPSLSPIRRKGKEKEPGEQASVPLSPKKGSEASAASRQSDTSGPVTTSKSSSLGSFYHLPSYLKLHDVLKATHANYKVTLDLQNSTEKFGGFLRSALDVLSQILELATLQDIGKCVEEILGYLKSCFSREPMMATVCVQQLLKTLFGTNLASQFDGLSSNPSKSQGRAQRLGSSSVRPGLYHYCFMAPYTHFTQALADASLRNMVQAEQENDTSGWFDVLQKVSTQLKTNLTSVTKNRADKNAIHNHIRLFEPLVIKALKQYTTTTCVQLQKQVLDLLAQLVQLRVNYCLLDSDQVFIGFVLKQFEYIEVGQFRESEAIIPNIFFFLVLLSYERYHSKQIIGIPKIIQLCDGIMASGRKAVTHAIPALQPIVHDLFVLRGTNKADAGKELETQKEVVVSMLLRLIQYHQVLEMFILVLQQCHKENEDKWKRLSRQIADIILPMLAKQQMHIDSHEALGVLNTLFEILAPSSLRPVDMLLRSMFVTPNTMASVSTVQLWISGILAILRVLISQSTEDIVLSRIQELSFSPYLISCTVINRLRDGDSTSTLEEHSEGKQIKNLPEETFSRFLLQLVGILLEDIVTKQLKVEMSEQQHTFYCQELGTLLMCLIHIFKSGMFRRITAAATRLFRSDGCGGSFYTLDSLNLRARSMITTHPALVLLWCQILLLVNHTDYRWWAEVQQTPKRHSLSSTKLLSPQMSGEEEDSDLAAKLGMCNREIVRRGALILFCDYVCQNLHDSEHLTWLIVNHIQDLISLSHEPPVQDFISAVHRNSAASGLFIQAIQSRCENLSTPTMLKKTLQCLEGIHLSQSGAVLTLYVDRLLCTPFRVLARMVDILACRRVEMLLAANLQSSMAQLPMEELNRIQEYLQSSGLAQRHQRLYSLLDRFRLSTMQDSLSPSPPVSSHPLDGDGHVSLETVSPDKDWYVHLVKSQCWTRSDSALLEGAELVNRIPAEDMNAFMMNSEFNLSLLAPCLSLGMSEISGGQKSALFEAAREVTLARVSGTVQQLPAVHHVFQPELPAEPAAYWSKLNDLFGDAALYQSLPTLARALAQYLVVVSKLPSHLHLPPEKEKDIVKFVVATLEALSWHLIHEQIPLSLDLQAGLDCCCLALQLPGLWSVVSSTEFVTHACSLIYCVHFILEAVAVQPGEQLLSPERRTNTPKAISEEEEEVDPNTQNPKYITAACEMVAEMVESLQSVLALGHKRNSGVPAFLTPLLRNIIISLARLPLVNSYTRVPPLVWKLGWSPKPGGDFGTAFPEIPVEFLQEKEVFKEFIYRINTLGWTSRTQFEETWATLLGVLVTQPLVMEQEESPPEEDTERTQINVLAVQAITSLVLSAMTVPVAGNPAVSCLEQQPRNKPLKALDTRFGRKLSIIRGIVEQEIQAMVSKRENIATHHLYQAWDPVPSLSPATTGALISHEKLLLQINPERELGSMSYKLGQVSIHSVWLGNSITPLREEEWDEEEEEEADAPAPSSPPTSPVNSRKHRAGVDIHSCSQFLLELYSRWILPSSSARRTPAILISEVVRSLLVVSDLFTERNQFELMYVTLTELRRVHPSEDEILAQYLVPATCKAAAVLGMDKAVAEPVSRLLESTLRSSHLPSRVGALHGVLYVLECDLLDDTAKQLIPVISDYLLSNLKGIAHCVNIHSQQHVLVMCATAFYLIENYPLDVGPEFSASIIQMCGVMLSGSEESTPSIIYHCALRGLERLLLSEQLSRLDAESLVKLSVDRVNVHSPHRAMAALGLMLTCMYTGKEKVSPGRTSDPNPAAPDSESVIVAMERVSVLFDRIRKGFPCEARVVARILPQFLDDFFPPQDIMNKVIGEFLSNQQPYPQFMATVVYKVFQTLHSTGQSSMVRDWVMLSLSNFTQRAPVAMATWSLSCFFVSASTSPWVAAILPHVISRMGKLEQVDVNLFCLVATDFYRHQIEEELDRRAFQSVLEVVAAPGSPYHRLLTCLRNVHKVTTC
Active calls of the source: *; x = not tested or not shown. No stated cut-off is given here; in the data, active means inhibition above about 50%; inactive means the rest. Random draw from the library; about 3.5% have a hit in one of these screens.

SMILES	Pf apPOL block	mHTT-CaM PPI inh
CC(C)N(C)C(=O)CCc1nnc(-c2ccc(C(F)(F)F)cc2)[nH]c1=O	-4	24
Cc1csc(SCCn2c(N3CCC(C(N)=O)CC3)nc3c2c(=O)[nH]c(=O)n3C)n1	0	-10
O=C(CCc1ccccc1)N1CCc2c(nc(-c3ccc(F)cc3)[nH]c2=O)C1	4	1
O=C(NCCC1CCN(C(=O)c2ccccc2)CC1)c1ccc(F)cc1	2	10
O=[N+]([O-])c1ccc(Nc2ccc(F)cc2)cc1	-2	x
COc1cccc(OC)c1C(=O)NN1CCCCC1	-6	-1
O=C1OC2(CCCCC2)OC(=O)C1=CNc1nc(-c2cc3ccccc3oc2=O)cs1	-6	-3
CCN(CC)c1ccc(N=Nc2ccc(N(C)C)cc2)c(NC(N)=O)c1	-60	x
CCNS(=O)(=O)c1ccc2c(c1)C(=O)c1cc(S(=O)(=O)NCC)ccc1-2	3	11
COc1ccccc1CNC(=O)CCc1nc2ccccc2n(Cc2ccc(C)cc2)c1=O	-11	-6
COc1ccc(CNC(=O)C2(C)Cc3ccccc3C(=O)N2Cc2cccc(OC)c2)cc1 (stereo not given)	-6	-4
CC(=O)Nc1nc(NC(C)=O)nc(-c2ccccn2)n1	-1	37
O=C(NCCC1=CCCCC1)C1CCN(c2nc3cccnc3s2)CC1	3	-5
O=C1CCC([N+](=O)[O-])C(c2cccc(Cl)c2Cl)N1 (stereo not given)	-16	-3
CC1CCN(C(=O)C2c3ccccc3CCN2CC(=O)NCc2ccc(F)cc2)CC1 (stereo not given)	-2	37
CN1CCCN(Cc2ccccc2)CC1	-8	-7
Cc1ccc(CNC(=O)C2CCN(c3cncnc3N3CCOCC3)CC2)cc1C	-10	6
CC(C)(C)CC(=O)N1CC(c2nc(-c3ccccc3)no2)C2(CCOCC2)C1 (stereo not given)	-3	20
Cc1nc2c(C(=O)NCCCN3CCOCC3)cnn2c(C)c1Cc1ccc(F)cc1	8	26
CC(=O)c1cccc(NC(=O)CN(CCc2ccccc2)S(=O)(=O)c2ccccc2)c1	-1	0
CC(=O)Nc1ccc2c(c1)Sc1ncccc1C(=O)N2C(C)C	4	0
O=C(C1CCCCC1)N1CCCn2c1nc1ccccc12	-2	-3
CCC(C(=O)Nc1ccccc1C)c1ccccc1 (stereo not given)	0	-2
Cc1sc2nc3c4ccccc4c(N4CCCCC4)nn3c(=O)c2c1C	-6	0
O=C(/C=C/c1ccc2c(c1)OCO2)Nc1ccc(I)cc1	0	-6
COc1cccc(NC(=O)/C(C#N)=C/c2cn(Cc3cccc(C)c3)c3ccccc23)c1	7	11
O=C(c1cccs1)N1CCN(Cc2nc(-c3ccc(F)cc3)cs2)CC1	-18	-1
NC(=O)NN=Cc1cc(C(F)(F)F)cc(C(F)(F)F)c1	-1	x
CC(=O)N1CCN(c2ccc(Cl)cc2)CC1	-1	-2
Cn1cnnc1SCc1ccc(C(=O)O)cc1	1	-9
CCN(CCN(C)C)Cc1cc2ccccc2o1	0	-1
COc1ccc(-c2ncc3c(n2)CCN(C(=O)Nc2ccc(C)c(F)c2)C3)cc1	1	-6
CN1CCCCCC1=NCCCn1cnc2c1c(=O)[nH]c(=O)n2C	1	9
COc1ccc(NC(=O)CSc2ccc(C)cc2)c(OC)c1	7	0
CCCCNC(=O)CC1SC(=NC)N(C)C1=O (stereo not given)	0	-3
O=C(CCc1ccc2[nH]ccc2c1)NCc1cccc(F)c1	-1	7
COc1ccc(C2(C#N)CCC(O)(C#N)CC2)cc1OC (stereo not given)	-4	-3
COc1ccc(C(NC(=O)Cc2cc3ccccc3[nH]2)C(=O)Nc2ccc3c(c2)OCCO3)cc1 (stereo not given)	-6	30
Cc1cc(NC(=O)C2CCN(c3c(C#N)cnc4ccccc34)CC2)ccc1F	1	-4
CCOc1ccc(Br)cc1/C=C(\C#N)c1nc2ccccc2[nH]1	1	-12
O=C(Nc1nnc(C2CC2)s1)c1cccnc1Oc1ccc(Cl)cc1	0	x
Cc1ccc(S(=O)(=O)N(CC(=O)Nc2ccc(C(N)=O)cc2)c2ccc(C(C)C)cc2)cc1	-6	-3
Cc1ccc(C2=Nn3c(nnc3-c3cccc(F)c3)SC2)cc1	-4	-2
CCCC(=O)Nc1cccc(-c2cn3ccccc3n2)c1	-13	-2
Cc1nc(-c2ccc(NC(=O)c3ccccc3)cc2)cs1	-1	-4
CCOC(=O)CNC(=O)C1(C)CCC(=O)N1Cc1ccccc1Cl (stereo not given)	0	-6
O=C(O)c1nccnc1C(=O)N1CCCN(c2nc3ccc(Cl)cc3s2)CC1	-64	x
Nc1ccccc1Oc1nnnn1-c1ccccc1	1	-5
O=c1[nH]c2cc3ccccc3cc2nc1C(F)(F)F	x	-4
CC(C)(C)NC(=O)C12CC3CC(CC(C3)C1)C2	-3	1
C=CCN(CC=C)Cc1cc(=O)oc2cc(OC)c(Cl)cc12	12	-33
CCOc1ccc(NC(=O)CCN2CCN(C3c4ccccc4-c4ccccc43)CC2)cc1	-1	4
O=C1C2Sc3[nH]c(=O)sc3C(c3ccccc3)C2C(=O)N1c1ccc(Br)cc1 (stereo not given)	-12	23
COCCNC(=O)NCC1(O)CCCC1	-2	-4
O=C(C=Cc1ccc2c(c1)OCO2)c1ccccn1	26	6
CCc1nncn1C1CCN(S(=O)(=O)c2cccs2)C1 (stereo not given)	-12	-5
Cc1cc(C2CCCN2Cc2cc(Br)ccc2O)on1 (stereo not given)	-1	-14
O=C(Cn1cc(S(=O)(=O)c2ccc(F)cc2)c2ccccc21)NC1CC1	-6	-5
Fc1ccc(N2CCN(c3ncnc4c3nc3n4CCCC3)CC2)cc1	-7	-1
COCCN1CCC(N2CCCN(S(=O)(=O)c3ccc4c(c3)CCC4)CC2)C1=O (stereo not given)	0	18

Later entries
SMILES	Pf apPOL block	mHTT-CaM PPI inh
O=S(=O)(c1cc(Cl)sc1Cl)N1CCC(Cc2ccccc2)CC1	-2	x
O=c1c2c(nc3cc(-c4ccccc4)[nH]n13)CCC2	-1	-3
COc1ncnc2scc(C)c12	5	x
Cc1oc(-c2ccc(Cl)cc2)cc1C(=O)N1CCc2[nH]c3ccc(F)cc3c2C1	0	x
CN(C)Cc1c(O)ccc2c1OC(=Cc1cccnc1)C2=O	-8	1
O=C1CCCC2=C1C(c1ccncc1)n1nc(-c3cccc(Cl)c3)nc1N2 (stereo not given)	-3	55*
COc1ccc(OC(C)C(=O)Nc2cc([N+](=O)[O-])ccc2C)cc1 (stereo not given)	1	-2
N#Cc1c(-c2ccccc2)c(-c2ccccc2)n[nH]c1=O	6	x
Cc1ccnc(NC(=O)Nc2ccc(Cl)cc2)c1	-2	-9
CCSc1nc2c(c(=O)n1-c1ccccc1)SCC2	1	2
COc1cc(C2C(C#N)=C(N)Oc3nc[nH]c(=O)c32)cc(OC)c1OC (stereo not given)	-2	-2
N#C/C(=C\c1cn(Cc2ccc(Cl)cc2)c2ccccc12)C(=O)NCC1CCCO1 (stereo not given)	-2	3
Cn1cccc1C(=O)N1CC2CC1CC2NC(=O)c1cccs1 (stereo not given)	0	-1
Cc1ccc(CNC(=O)Cc2c[nH]c3ncccc23)o1	0	-9
Cc1ccc(C23CC4CC(CC(C(=O)NCC(=O)O)(C4)C2)C3)cc1	-5	12
Cc1cccc2c(C(=O)NC3CC3)c3c(nc12)CCC3	-3	-2
CCC(=O)N1CCc2c(C(=O)N3CCN(c4cc(C)ccc4C)CC3)cccc21	-4	-2
COCCN(Cc1cccs1)C(=O)c1nnn(-c2ccccc2)c1-c1ccccn1	-4	-6
Cc1ccc(NC(=O)C2CCCN(c3ncnc4c3nc3n4CCCCC3)C2)c(Cl)c1 (stereo not given)	-2	-7
CCOc1cccc(CNC(=O)C2CCN(c3cncnc3N3CCCCC3)CC2)c1	2	3

Given bar-delimited: part of the list above.
SMILES | Pf apPOL block | mHTT-CaM PPI inh
O=C(C=Cc1ccc2c(c1)OCO2)c1ccccn1 | 26 | 6
CCc1nncn1C1CCN(S(=O)(=O)c2cccs2)C1 (stereo not given) | -12 | -5
Cc1cc(C2CCCN2Cc2cc(Br)ccc2O)on1 (stereo not given) | -1 | -14
O=C(Cn1cc(S(=O)(=O)c2ccc(F)cc2)c2ccccc21)NC1CC1 | -6 | -5
Fc1ccc(N2CCN(c3ncnc4c3nc3n4CCCC3)CC2)cc1 | -7 | -1
COCCN1CCC(N2CCCN(S(=O)(=O)c3ccc4c(c3)CCC4)CC2)C1=O (stereo not given) | 0 | 18
O=S(=O)(c1cc(Cl)sc1Cl)N1CCC(Cc2ccccc2)CC1 | -2 | x
O=c1c2c(nc3cc(-c4ccccc4)[nH]n13)CCC2 | -1 | -3
COc1ncnc2scc(C)c12 | 5 | x
Cc1oc(-c2ccc(Cl)cc2)cc1C(=O)N1CCc2[nH]c3ccc(F)cc3c2C1 | 0 | x
CN(C)Cc1c(O)ccc2c1OC(=Cc1cccnc1)C2=O | -8 | 1
O=C1CCCC2=C1C(c1ccncc1)n1nc(-c3cccc(Cl)c3)nc1N2 (stereo not given) | -3 | 55*
COc1ccc(OC(C)C(=O)Nc2cc([N+](=O)[O-])ccc2C)cc1 (stereo not given) | 1 | -2
N#Cc1c(-c2ccccc2)c(-c2ccccc2)n[nH]c1=O | 6 | x
Cc1ccnc(NC(=O)Nc2ccc(Cl)cc2)c1 | -2 | -9
CCSc1nc2c(c(=O)n1-c1ccccc1)SCC2 | 1 | 2
COc1cc(C2C(C#N)=C(N)Oc3nc[nH]c(=O)c32)cc(OC)c1OC (stereo not given) | -2 | -2
N#C/C(=C\c1cn(Cc2ccc(Cl)cc2)c2ccccc12)C(=O)NCC1CCCO1 (stereo not given) | -2 | 3
Cn1cccc1C(=O)N1CC2CC1CC2NC(=O)c1cccs1 (stereo not given) | 0 | -1
Cc1ccc(CNC(=O)Cc2c[nH]c3ncccc23)o1 | 0 | -9
Cc1ccc(C23CC4CC(CC(C(=O)NCC(=O)O)(C4)C2)C3)cc1 | -5 | 12
Cc1cccc2c(C(=O)NC3CC3)c3c(nc12)CCC3 | -3 | -2
CCC(=O)N1CCc2c(C(=O)N3CCN(c4cc(C)ccc4C)CC3)cccc21 | -4 | -2
COCCN(Cc1cccs1)C(=O)c1nnn(-c2ccccc2)c1-c1ccccn1 | -4 | -6
Cc1ccc(NC(=O)C2CCCN(c3ncnc4c3nc3n4CCCCC3)C2)c(Cl)c1 (stereo not given) | -2 | -7
CCOc1cccc(CNC(=O)C2CCN(c3cncnc3N3CCCCC3)CC2)c1 | 2 | 3

Going on with the list.
SMILES	Pf apPOL block	mHTT-CaM PPI inh
C(=Nc1nc2c(s1)CCc1ccccc1-2)c1ccc2c(c1)OCO2	-10	x
O=C(Nc1ccc(S(=O)c2ccc(NC(=O)c3cccs3)cc2)cc1)c1cccs1	2	-1
CSc1nccc(-c2ccc(S(=O)(=O)N3CCCCC3)s2)n1	-6	x
Cc1ccc(NC(=O)c2nnn(-c3ccc(F)cc3)c2-c2cccnc2)cc1F	-4	4
O=C1OC(C2CCCCC2)=N/C1=C/c1ccc(F)cc1	-4	2
Cc1ccc(S(=O)(=O)/C=C/C#N)cc1	5	x
COc1ccc(Br)cc1C(=O)Nc1cccc(Cl)c1	-8	-4
COc1cc(OC)cc(C(=O)Nc2c(C)cccc2C(C)C)c1	-4	-7
COc1ccc(F)cc1S(=O)(=O)NCC1(O)CCCC1	-2	-14
CN1CCN(CC(O)COc2ccc(C34CC5CC(CC(C5)C3)C4)cc2)CC1 (stereo not given)	6	96*
CS(=O)(=O)N1N=C(c2c(-c3ccccc3)c3cc(Cl)ccc3[nH]c2=O)CC1c1ccccc1 (stereo not given)	0	67*
COc1ccccc1OCCCn1c(C2CCCO2)nc2ccccc21 (stereo not given)	-10	0
COc1ccc(C2C=C(c3ccc(C)cc3)Nc3nnnn32)cc1OC (stereo not given)	-1	26
O=C(NCCc1nc2ccccc2[nH]1)c1cc([N+](=O)[O-])cc([N+](=O)[O-])c1	3	3
Cc1cc(C2CCCN2C(=O)c2cnn3c(C(F)(F)F)cc(-c4ccco4)nc23)on1 (stereo not given)	1	-6
CC(C)C(=O)N1N=C(c2ccc(NS(=O)(=O)c3ccccc3)cc2)CC1c1ccco1 (stereo not given)	-5	-7
COC(=O)COc1ccc2c(-c3cccc([N+](=O)[O-])c3)cc(=O)oc2c1	2	1
Cc1cccc(C)c1NC(=O)CONc1ncnc2nonc12	1	3
Cc1ccc(N(C)C(=O)c2cc(C)n3nc(-c4ccccn4)cc3n2)cc1	-5	6
CCn1cc2c3c(cccc31)CN(C(=O)COc1ccc(F)cc1)CC2	-6	74*
COC(=O)c1ccc(NC(=O)CSc2nnc(-c3cccs3)o2)cc1	5	-15
Cn1nc(-c2nc(-c3ccc(F)cc3)no2)c2c1CCN(C(=O)NC(C)(C)C)C2	-1	1
COCCC1CCN(C(=O)Cc2ccc(F)cc2)CC1	0	2
CCOc1cc(C(=O)Nc2ccc([N+](=O)[O-])cc2)cc(OCC)c1OCC	-2	0
Cn1ccc2c(cc(C(=O)N3CCC(Cc4ccccc4)CC3)n2C)c1=O	-4	41
OCC(CO)(CO)NCC(O)Cn1c2ccccc2c2ccccc21 (stereo not given)	4	2
C=CCOc1ccc(C=Nc2cccc(Cl)c2)c(O)c1	0	-4
Cc1cccc(CNC(=O)c2ccc(NC(=O)C3CC3)cc2N2CCOCC2)c1	3	0
CCCCc1c(C)nc(NN=C2CCCC2)[nH]c1=O	x	-10
CCCCN(C)C(=O)CCC1CCN(c2cc(NCC)ncn2)CC1	1	4
O=C(CCn1c(=O)oc2ccccc21)NCCC(c1ccccc1)c1ccccc1	-4	-8
CN(CCCNC(=O)c1cc(-c2cccnc2)nc2ccccc12)Cc1ccccc1	-18	1
CCc1ccc(CN2CCC(C(=O)N(CC)Cc3ccccc3)CC2)cc1	0	-4
NC(=O)CSc1ncc(-c2cccc([N+](=O)[O-])c2)n1-c1cccc(C(F)(F)F)c1	-2	30
CC(C)(C)NC(=O)c1nn2c(c1Br)NC(c1ccccc1)CC2C(F)(F)F (stereo not given)	-1	11
COc1ccc(Cl)cc1NC(=O)C1Oc2ccccc2NC1=O (stereo not given)	1	-11
COc1ccc(CCC(=O)N(Cc2ccsc2)C2CC2)cc1	-6	-23

High-throughput results from PubChem.
